Screening results from PubChem.
ALOX12 inhib – 12-hLO (ALOX12) enzyme inhibition | purified 12-hLO, xylenol orange hydroperoxide absorbance | P18054 | 150,000 tested, 0.12% active | Potency, µM (top dose mostly 57.1 µM), for inactives: top-dose activity change, negative = inhibition, hits mostly inhibitors | AID 1452; also: potency is read from the fitted curve at half-maximal effect; nearly all actives have a fitted effect of over 55% in size; many of its hits are not listed in these tables
Target sequence (P18054 whole entry, looked up): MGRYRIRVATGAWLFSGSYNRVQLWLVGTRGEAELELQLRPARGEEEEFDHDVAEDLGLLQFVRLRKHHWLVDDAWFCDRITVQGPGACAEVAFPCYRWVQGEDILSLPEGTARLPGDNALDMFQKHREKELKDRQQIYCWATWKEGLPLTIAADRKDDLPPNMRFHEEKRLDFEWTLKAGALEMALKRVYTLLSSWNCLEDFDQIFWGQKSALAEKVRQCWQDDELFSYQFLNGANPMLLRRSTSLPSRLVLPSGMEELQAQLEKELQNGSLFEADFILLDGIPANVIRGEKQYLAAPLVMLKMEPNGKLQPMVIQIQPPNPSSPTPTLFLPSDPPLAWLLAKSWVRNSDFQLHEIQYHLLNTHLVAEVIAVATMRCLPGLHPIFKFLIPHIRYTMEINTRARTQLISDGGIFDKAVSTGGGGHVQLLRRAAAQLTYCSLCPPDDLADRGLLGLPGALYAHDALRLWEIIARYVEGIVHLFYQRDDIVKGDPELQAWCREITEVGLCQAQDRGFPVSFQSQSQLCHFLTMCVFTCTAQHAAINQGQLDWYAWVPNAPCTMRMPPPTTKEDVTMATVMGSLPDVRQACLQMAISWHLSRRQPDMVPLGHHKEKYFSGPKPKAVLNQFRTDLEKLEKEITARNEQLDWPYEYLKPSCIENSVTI
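150 nM 12hLO, 25 mM Hepes pH 7.0 + 0.01% Triton X-100; cpd preinc 15 min RT; 40 uM arachidonic acid, 30 min RT; Fe-XO 30 min; A573/A405 ratio as read-out.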
IMPase inh – cell-permeable inhibitors of inositol monophosphatase (IMPase); P97697; CHO-M1 cells, IP1 accumulation, HTRF TR-FRET ratio; 120,000 tested, under 10 active; inhibition (IP1 accumulation), % at 46.1 µM; active = well fitted curve in the direction sought with a large enough effect in the signal ratio, not every such curve was filed as active; inconclusive = small, poorly fitted or top-dose-only effect, or a change in a side signal; inactive = no such curve, though single readings can be large or run the other way; the % refers to the signal ratio;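 also: cells stimulated with carbachol in lithium chloride buffer; plate controls were DMSO basal wells for no effect and reference inhibitor wells for full effect; higher means more IMPase inhibition seen as more IP1 and lower FRET ratio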
Target sequence (P97697 whole entry, looked up): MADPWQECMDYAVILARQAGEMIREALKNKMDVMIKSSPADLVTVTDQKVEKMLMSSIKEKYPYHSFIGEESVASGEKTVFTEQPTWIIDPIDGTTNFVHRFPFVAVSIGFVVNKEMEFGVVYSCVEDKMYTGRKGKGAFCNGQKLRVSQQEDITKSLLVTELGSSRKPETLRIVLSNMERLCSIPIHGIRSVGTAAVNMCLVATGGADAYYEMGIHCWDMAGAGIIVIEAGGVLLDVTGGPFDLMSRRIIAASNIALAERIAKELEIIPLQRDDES
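Seeded CHO-M1 cells were dosed with compound at up to 46 uM, stimulated with carbachol for 30 min, then lysed in IP-One detection reagents. Higher IP1 lowers the TR-FRET signal.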
PNC assembly inh – inhibitors of perinucleolar compartment assembly; 140,000 tested, 3.1% active; activity change (PNC), negative = inhibition, % at 10 µM; PC3M PTB-GFP, PNC prevalence imaging, 16 h; stronger effect = lower value;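 active = readout at or below -70, meaning at least 70% loss of cells showing the perinucleolar compartment, a nuclear body marking cancer cells; inconclusive = readout between -30 and a set limit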;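 also: plate controls were DMSO wells for no effect and camptothecin positive control wells for full effect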
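PC3M cells stably expressing PTB-GFP, 750–1000 cells/well, treated 16 h at 37 °C with compound (23 nl of library stock), in duplicate. After paraformaldehyde fixation and Hoechst stain, imaged at 20x; PNC prevalence scored by image analysis.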
15-hLO-2 inh – 15-hLO-2 (ALOX15B) enzyme inhibition; O15296; purified 15hLO-2, xylenol orange hydroperoxide absorbance; Potency, µM (titrated, usually from 57.1 µM), for inactives: top-dose activity change, negative = inhibition, hits mostly inhibitors; AID 881; 110,000 tested, 0.56% active; also: potency is read from the fitted curve at half-maximal effect; nearly all actives have a fitted effect of over 60% in size; many of its hits are not listed in these tables
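Enzyme 50 nM, AA 45 uM, 25 mM Hepes pH 7.5 + 0.01% Triton X-100; cpd preinc 15 min RT, rxn 90 min RT; stop/detect with 200 uM XO + 300 uM Fe(II) in 50 mM H2SO4, 30 min; A573/A405.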
An asterisk follows results filed as active; ? = inconclusive; . = not tested or not shown; [ ] = another dose, or the depositor's remark. Unless noted, calls follow the shape of the dose curve; as a rule, active = well fitted curve in the direction sought with a large enough effect; inconclusive = small, poorly fitted or top-dose-only effect, or another doubt; inactive = no such curve, though single readings can be large; an effect the other way counts as inactive or inconclusive. Unless noted, % is scaled to controls: 0 for no effect and ±100 for the full control effect. Rows were taken by chance; about 3.1% have a hit in one of these screens.

SMILES	ALOX12 inhib	IMPase inh	PNC assembly inh	15-hLO-2 inh
CCCn1c(SCC(=O)Nc2sc(C)c(C)c2C(=O)OC)nc2c1c(=O)n(C)c(=O)n2C	6%	0	30	0%
O=C(CCS(=O)(=O)Cc1ccccc1)N1CCN(Cc2ccccc2)CC1	3%	10	-30	2%
CC12CCC(C(=O)NCc3ccccn3)(OC1=O)C2(C)C (stereo not drawn)	-2%	3	23	2%
COc1ccc(CN/C=C2\CCCCC2=O)cc1	-3%	7	?	-4%
CCOC(=O)CSc1nnc(CNC(=O)c2ccc(S(=O)(=O)N3CCCCC3)cc2)n1C	-1%	17	-29	-5%
CCCCN(CCCC)c1nc2ccccc2nc1NS(=O)(=O)c1ccc(NC(C)=O)cc1	4%	7	13	-1%
CCSc1nnc(-c2cnn(-c3ccccc3)c2-n2cccc2)n1C	0%	-1	?	-4%
O=C(Nc1ccc(-n2ccnc2P(=O)(O)c2ccccc2)cc1)c1ccccc1Br	5%	-6	57	-26%
c1ccc(-c2cc3c(NCC4COc5ccccc5O4)ncnc3s2)cc1 (stereo not drawn)	-2%	.	?	.
Cc1cnc(NC(=O)CCCSc2nc3ccccc3s2)s1	-1%	-23	?	-8%
O=C1CCCN1CCCNc1ncnc2c1[nH]c1ccccc12	-5%	-12	-28	-1%
O=C1CCCc2nn(-c3ccccc3)nc21	2%	-11	-100*	.
CCOC(=O)C1CCN(C(=O)c2oc3ccc(S(=O)(=O)N4CC(C)CC(C)C4)cc3c2C)CC1 (stereo not drawn)	-7%	6	4	-6%
CC1(C)OC(=O)C(=NNc2ccc(Br)cc2)C(=O)O1	-3%	.	-19	.
O=C(c1cc(C(F)(F)F)cc(C(F)(F)F)c1)N1CCC2(CC1)CCN(c1ncccn1)CC2	-3%	.	.	5%
CCOC(=O)CSc1nc2ccccc2c(=O)[nH]1	4%	-2	38	0%
O=C(COC(=O)C12CC3CC(CC(C3)C1)C2)NCCCc1ccccc1	-6%	3	-6	.
CC(=O)c1c(O)cc(=O)n(-c2ccccc2)c1-c1ccc(C)cc1	-3%	-1	-10	-10%
COc1ccc(/C=C2\CCCC3C2=NN(C(=O)c2ccco2)C3c2ccc(OC)c(OC)c2)cc1OC (stereo not drawn)	3%	1	38	?
Nc1ccc2c(c1)ncn2CCCn1cnc2cc(N)ccc21	8%	8	51	23%
COc1cc(NC(=S)NC(=O)CC(C)C)ccc1NC(=O)c1cc2ccccc2o1	1%	.	-14	.
Cc1ccc(S(=O)(=O)N[C@H](C(=O)O)C(C)C)cc1	1%[11.4 µM]	.	.	-4%[11.4 µM]
FC(F)Oc1ccccc1NC(=S)Nc1cccc(Cl)c1Cl	-4%	-14	?	.
COc1ccc(/C=N/Nc2ncc(C(F)(F)F)cc2Cl)cc1OC	-2%	.	-8	.
CC(CN(C)C)CN1c2ccccc2Sc2ccccc21 (stereo not drawn)	1%	.	.	27%
CC1c2[nH]c3ccccc3c2CCN1C(=O)Nc1ccccc1 (stereo not drawn)	-6%	1	34	.
Cc1noc2c1C(c1ccc(N(C)C)cc1)C1=C(CC(C)(C)CC1=O)N2 (stereo not drawn)	-1%	-3	64	6%
O=C(O)CCSc1nc2ccccc2c(=O)[nH]1	3%	4	33	.
O=C(CSc1nnc(COc2ccc(F)cc2)o1)N1c2ccccc2CCc2ccccc21	-6%	7	-19	-3%
CCC(=O)N1N=C(c2ccccc2)CC1c1ccc([N+](=O)[O-])cc1 (stereo not drawn)	-2%	.	?	.
Cc1ccc(C)c(NC(=O)CCC(=O)NNC(=O)C(c2ccccc2)c2ccccc2)c1	5%	9	58	-27%
COC(=O)[C@@H]1C[C@@]2(O)[C@@H](O)[C@@H](O)[C@@H](O)C[C@H]2N1CC(c1ccccc1)c1ccccc1	6%	.	.	4%
CN(C)C(=O)C(=O)c1cccn1-c1ccccc1C#N	-1%	4	1	-3%
O=c1c2c3n(c(=S)nc2[nH]n1-c1ccccc1)CCCCC3	-12%	-3	14	-3%
COc1ccc(NC(C)=O)cc1NC(=O)CN1CCN(c2ccccn2)CC1	0%	-5	-17	-9%
COc1ccccc1OCc1ccc(C(=O)NCCN(C)C)o1	6%	6	16	7%
CCOc1ccc(NC(=O)N2CCC(n3nnc4cc(C)ccc43)CC2)cc1	-8%	-11	-6	6%
CCn1c(CNC(=O)C(C)(C)C)nc2ccccc21	5%	4	-17	4%
c1coc(-c2nc(-c3ccncc3)no2)c1	-5%	0	?	-4%
CCCCCCCCCSc1n[nH]c(N)n1	3%	5	27	.
COc1ccccc1NC(=O)C1CCCN(c2nc(C)cc(C)n2)C1 (stereo not drawn)	6%	7	25	.
COc1cc(/C=N/NC(=O)Cc2ccccc2)ccc1Oc1ccc([N+](=O)[O-])cc1[N+](=O)[O-]	7%	1	25	.
CC(C)CCNC(=O)C(c1ccco1)N(Cc1cccs1)C(=O)Cn1nnc2ccccc21 (stereo not drawn)	-12%	15	42	0%
CCOc1ccc(N2C(=O)/C(=C/c3ccco3)N(C)C2=S)cc1	-8%	-7	-2	.
COc1ccccc1NC(=O)CC(c1ccc(OC(C)C)cc1)c1ccccc1OC (stereo not drawn)	-2%	.	-15	.
O=S(=O)(c1ccccc1)N1CCN(C(=S)Nc2ccc(F)cc2)CC1	-2%	.	0	.
CCN(CC)S(=O)(=O)c1cc(NC(=O)CSc2nc3c(cc2C#N)C(=O)CC(C)(C)C3)ccc1C	-3%	.	-96*	.
O=C(CSc1nnc(-c2ccccc2)c(-c2ccccc2)n1)NCc1ccco1	-9%	.	-16	.
Brc1cccc(-c2nnc3sc(CN4CCCCC4)cn23)c1	-2%	14	-28	4%
CCCCC(C(=O)NCCC(C)C)N(CCCN1CCOCC1)C(=O)c1snc(C(N)=O)c1N (stereo not drawn)	1%	2	-21	-7%
Cc1nn(-c2ccccc2)c(C)c1/C=N/Nc1nc2ccccc2[nH]1	?	20	?	.
CC(=O)Oc1ccc(C2(c3ccc(OC(C)=O)cc3)C(=O)Nc3ccccc32)cc1	-2%[0.00818 µM]	.	.	-4%[0.0915 µM]
NC(=O)c1ccccc1OCC(=O)NS(=O)(=O)c1ccccc1	1%	-4	21	3%
CN(CP(=O)(O)CCc1ccccc1)S(C)(=O)=O	-3%	-2	45	5%
O=C(Nc1ccccc1)ON=C1CCCC1	3%	-2	3	.
COc1cc(C(=O)OC2CC[C@]3(C)C4CCC5[C@]6(O)CC(O)[C@]7(O)C(CN8CC(C)CCC8[C@]7(C)O)[C@]6(O)C[C@@]53O[C@]24O)cc(OC)c1OC (stereo partly drawn)	-4%	.	.	10%
NC(=O)c1ncn([C@@H]2O[C@@H](CO)[C@@H](O)[C@H]2O)c1O	-2%	0	.	-5%
COc1ccc([N+](=O)[O-])cc1NC(=O)CCN1CCN(CCO)CC1	-2%	.	?	.
O=C(NC(=S)Nc1nc2ccccc2s1)c1ccco1	2%	-11	41	.
COc1ccc(S(=O)(=O)NCCSc2ccccc2)cc1OC	-4%	11	-11	3%
(cont.)
SMILES	ALOX12 inhib	IMPase inh	PNC assembly inh	15-hLO-2 inh
C(=N\n1cncn1)/c1ccc(N2CCOCC2)cc1	-2%	-4	?	-5%
COc1ccc(-c2cn(/N=C/c3ccc(Cl)cc3Cl)c(N)n2)cc1	-20%	5	16	25%
CCOC(=O)Nc1c(O)ccc2oc(C)c(-c3ccccc3)c12	-10%	11	?	3%
CCOC(=O)N1CCN(C(=O)c2noc(C(C)C)c2[N+](=O)[O-])CC1	-2%	.	39	.
Cc1ccc(C)c(CN2C(=O)C3CCCN3c3ccc(C#N)cc32)c1 (stereo not drawn)	-22%	6	13	-14%
OC(COC(c1ccccc1)c1ccccc1)CN1CCc2ccccc2C1 (stereo not drawn)	1%	.	4	.
COc1ccc(C(=O)/C=C/Nc2ccc([N+](=O)[O-])cc2C)c(OC)c1	-4%	9[1.84 µM]	3	-3%[11.4 µM]
Cc1ccc(-c2noc(C3CCN(C(=O)Nc4ccc(C#N)cc4)CC3)n2)o1	-2%	9	8	3%
COc1ccc(C(=O)NN(c2ccccc2)c2ccccc2)cc1	3%	8	61	-27%
CCn1c(CCNC(=O)c2ccc(F)cc2)nc2ccccc21	13%	8	-19	8%
C=CCn1c(SCc2cc(=O)n3cc(C)ccc3n2)nnc1-c1ccc(F)cc1	-3%	.	-29	.
COc1ccc(C2(C(=O)NC3CCCCC3)CCOCC2)cc1OC	1%	3	?	-1%
O=C(CSCc1ccccc1)Nc1ccc(F)c(F)c1	-2%	-3	-21	.
COc1cc(/C=N/NC(=O)C(Cc2c[nH]c3ccccc23)NC(=O)OCC(C)C)cc([N+](=O)[O-])c1O (stereo not drawn)	-6%	.	8	.
CSc1nnc(-c2cccc(C)c2)n1N	2%	3	?	-1%
CCC(Sc1nc(C)cc(=O)[nH]1)C(=O)Nc1nc2c(s1)CCCC2 (stereo not drawn)	1%	-9	-26	-2%
CS[C@@H](CC(=O)O)C(=O)O	3%[11.4 µM]	.	.	-1%[11.4 µM]
Cc1ccc(-c2nnc(SCC(=O)N/N=C/c3cccs3)n2-c2ccc(C)cc2)cc1	-4%	9	42	.
CC(=O)Nc1sc2c(c1C#N)CCCC2	-10%	6	5	12%
COCCCN(C(=O)Nc1ccccc1)C(C)c1ccncc1 (stereo not drawn)	-1%	0	7	7%

Quoted at random: 6 compounds from above
SMILES	ALOX12 inhib	IMPase inh	PNC assembly inh	15-hLO-2 inh
CCC(Sc1nc(C)cc(=O)[nH]1)C(=O)Nc1nc2c(s1)CCCC2 (stereo not drawn)	1%	-9	-26	-2%
CCn1c(CCNC(=O)c2ccc(F)cc2)nc2ccccc21	13%	8	-19	8%
Cc1ccc(-c2nnc(SCC(=O)N/N=C/c3cccs3)n2-c2ccc(C)cc2)cc1	-4%	9	42	.
COc1ccc(-c2cn(/N=C/c3ccc(Cl)cc3Cl)c(N)n2)cc1	-20%	5	16	25%
CCOC(=O)N1CCN(C(=O)c2noc(C(C)C)c2[N+](=O)[O-])CC1	-2%	.	39	.
CSc1nnc(-c2cccc(C)c2)n1N	2%	3	?	-1%

New compounds follow.
SMILES	ALOX12 inhib	IMPase inh	PNC assembly inh	15-hLO-2 inh
O=C(O)c1[nH]c2ccccc2c1NS(=O)(=O)Cc1ccccc1	0%	3	?	-4%
Fc1ccc(C(c2nnnn2Cc2ccco2)N2CCN(C3CCCCC3)CC2)cc1 (stereo not drawn)	1%	3	-24	11%
O=C(NC1CCCCC1)C(c1ccccn1)N(C(=O)Cc1cccs1)c1ccc(Cl)cc1 (stereo not drawn)	3%	3	53	.
O=c1cnc2cnc(N3CCOCC3)nc2n1Cc1ccc(F)cc1	1%	.	.	-7%
C=CCn1c(C(C)NC(=O)COC)nc2ccccc21 (stereo not drawn)	-2%	-1	?	-2%
Cc1cccn2cc(CCNS(=O)(=O)c3ccc([N+](=O)[O-])cc3)nc12	0%	.	40	.
O=C(CSc1nc2ncccc2[nH]1)Nc1ccc2c(c1)OCCO2	-1%	-3	11	3%
Cc1ccccc1Cc1c(C)nc2c(C(=O)NCc3ccc4c(c3)OCO4)cnn2c1C	-11%	9	?	11%
Cc1ccc(OCCn2cc(/C=N/NC(=O)c3ccncc3)c3ccccc32)cc1	0%	.	?	.
O=C(CN1CCC(n2nnc3cc(F)ccc32)CC1)NCCc1nc2ccccc2[nH]1	0%	6	4	23%
CCOc1ccc(N=C2NC(=O)/C(=C/C(=O)OC)S2)cc1	-1%	.	-29	.
Cc1ccc(S(=O)(=O)N(C)c2cc(S(=O)(=O)Nc3ccncc3)c(C)cc2C)cc1	-2%	.	34	.
CCCCCCCCNc1ncnc2ccccc12	-13%	8	17	30%[activator]
Nc1cc(N)cc(-c2nc3ccccc3[nH]2)c1	-1%	2	20	41%[activator]
C/C=C/C=C/C=O	-5%	.	.	4%
